Bioassay records from PubChem BioAssay.
TEAD-YAP inh = TEAD-YAP interaction inhibition | HEK-TIYL cells, TEAD-Gal4/YAP UAS-luciferase luminescence | inhibition, % at 9.12 µM | hit rate 1.4% among 640,000; in the data active means inhibition above about 32%;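 further: 0% = median of test compound wells and 100% = reference inhibitor wells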
GPR151 ag = activates the human receptor GPR151; Q8TDV0; PathHunter beta-arrestin GPR151 cells, luminescence; activation, % at 11.2 µM; hit rate 1% among 650,000; AID 1508602; in the data active means activation above about 4.9%;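 further: 0% = median of compound wells and 100% = cells with positive control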
Target sequence (Q8TDV0 whole entry, looked up): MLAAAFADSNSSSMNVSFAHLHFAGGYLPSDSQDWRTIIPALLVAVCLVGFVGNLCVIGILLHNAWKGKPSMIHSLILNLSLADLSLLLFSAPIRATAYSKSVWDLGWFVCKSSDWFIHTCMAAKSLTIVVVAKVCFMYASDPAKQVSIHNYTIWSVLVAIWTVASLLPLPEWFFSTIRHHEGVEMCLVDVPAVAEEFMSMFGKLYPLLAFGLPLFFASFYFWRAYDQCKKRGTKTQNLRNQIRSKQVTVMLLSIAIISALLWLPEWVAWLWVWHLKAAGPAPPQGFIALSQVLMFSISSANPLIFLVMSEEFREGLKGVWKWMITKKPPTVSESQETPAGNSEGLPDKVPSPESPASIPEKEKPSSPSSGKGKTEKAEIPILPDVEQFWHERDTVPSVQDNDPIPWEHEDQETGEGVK
MITF primary = human MITF inhibition, primary screen. O75030. AlphaScreen MITF homodimerization, bead proximity signal. AID 1259374. inhibition, % at 2.6 µM. hit rate 0.91% among 650,000; in the data active means inhibition above about 50%;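 further: 0% = vehicle wells with protein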
FBW7 activator = human FBW7 E3 ligase activation, primary screen; Q969H0; AlphaScreen FBW7–phospho-cyclin E peptide binding, activator screen; normalized activity (activation), % at 26.1 µM; hit rate 0.13% among 650,000; AID 1259310; in the data active means normalized activity above about 1.9%;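 further: purified mutant Fbw7 with reduced substrate affinity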
Starred values were filed as active, the others as inactive; nt = no result given.

SMILES	TEAD-YAP inh	GPR151 ag	MITF primary	FBW7 activator
Cc1ccc(Nc2cc(N3CCCCC3)c3nonc3c2[N+](=O)[O-])c(C)c1	-5	3.3	15	0.0
O=C(CSc1cn(Cc2ccc(Cl)cc2)c2ccccc12)N1CCCc2ccccc21	-2	0.8	9	-0.1
CCOc1ccccc1N/C(=N/S(=O)(=O)c1ccccc1)C(F)(F)F	7	0.4	-1	-0.1
CCC(C)C1C(C#N)=C(N)OC2=C1C(=O)CC(C)(C)C2 (centres undefined)	5	-0.2	14	0.0
COc1cccc(-n2c(O)c(C=Nc3cc(OC)c(OC)c(OC)c3)c(=O)[nH]c2=O)c1	-4	0.9	8	0.6
COc1ccc(NC(=O)c2ccc3c(=O)n(C4CCCCC4)c(SCC#N)nc3c2)cc1OC	14	0.6	-8	0.0
O=C(Nc1ccccc1)OCCCc1nc2ccccc2s1	-6	3.1	0	0.0
CC1(CC(=O)N/N=C/c2cccs2)OCCO1	-18	1.4	-12	0.0
CCOc1ccc(NC(=O)/C(C#N)=C\c2cc(C)n(-c3cccnc3)c2C)cc1	-3	0.4	-3	0.1
COc1ccc(C(=O)N/C(=C\c2cccc([N+](=O)[O-])c2)C(=O)Nc2ccc(C)cc2Br)cc1Br	3	0.7	-8	-0.1
COc1ccc(N2C(=O)CC(NC3CCCC(C)C3C)C2=O)cc1 (centres undefined)	6	0.8	-7	0.0
Cc1ccc(C2(Cc3ccncc3)C(=O)Nc3cc(F)ccc32)cc1 (centres undefined)	6	1.0	12	-0.2
O=C1C(=O)N(CCc2ccccc2)C(c2ccc(Cl)cc2)/C1=C(/O)c1ccc(Cl)cc1 (centres undefined)	0	-1.3	17	-0.5
c1nc(Nc2ccc(N3CCOCC3)cc2)cc(N2CCN(Cc3ccc4c(c3)OCO4)CC2)n1	12	-1.3	1	-0.3
COc1ccc(C2=NN(C(=O)CSc3nnc(CNC(=O)c4ccco4)n3-c3ccccc3)C(c3ccc(OC)cc3)C2)cc1 (centres undefined)	-11	1.2	-6	-0.1
Cc1ccc(-c2cnc3c(Nc4cccc(N(C)C)c4)nccn23)cc1	-21	0.6	19	0.1
O=C1NC(=O)/C(=C\c2cc(Cl)c(O)c(Br)c2)N1	-2	-0.4	5	0.0
Cc1nnc(SCc2cccc([N+](=O)[O-])c2)o1	-2	-0.1	-4	-0.1
CN(C)c1cccc(Nc2cccc(C(=O)NCCOc3ccccc3)n2)c1	-33	0.3	5	0.4
CC(C)c1ccc(C(=O)CSc2ncn[nH]2)cc1	37*	-2.2	4	0.2
COc1ccc(CCN(Cc2cc3cc(C)ccc3n3nnnc23)C(=O)N(C)C)cc1OC	-8	-0.1	2	-0.1
O=C(COc1ccccc1Cl)N/N=C/c1ccc(I)o1	2	-0.8	6	0.2
CCOc1nc(Nc2ccc(I)cc2C)nc(NC2CCCCC2)n1	-2	0.5	-2	-0.1
CCc1ccc(C(=O)N[C@H]2C[C@H]3C(=O)N[C@H](C)C(=O)N3C2)cc1	-12	-0.4	1	-0.2
CS(=O)(=O)N(Cc1ccccc1)c1ccc(C(=O)NC2CC3CCC2C3)cc1 (centres undefined)	1	1.1	-2	-0.1
The listing continues.
SMILES	TEAD-YAP inh	GPR151 ag	MITF primary	FBW7 activator
O=C(N/C(=C\c1cccc(Br)c1)C(=O)N1CC2CC(C1)c1cccc(=O)n1C2)C1CCCCC1 (centres undefined)	1	0.3	-5	0.1
CCN(CC(=O)Nc1ccc(C(N)=O)cc1)CC(=O)Nc1ccc2c(c1)OCCO2	4	0.4	13	0.1
COc1ccc(Cc2nnc3n2N(C(C)=O)C(c2ccc(C)c(C)c2)=C(C(C)=O)S3)cc1	-32	1.0	-1	-0.8
O=C1NC(c2ccccc2)=N/C1=C/c1cccs1	-71	-1.6	2	0.7
O=c1ccnc(Sc2nc(CN3CCOCC3)nc3scc(-c4ccccc4)c23)[nH]1	1	-0.1	-7	0.0
COc1cc(NC(=O)CSc2nc(C)c(C(=O)Nc3ccccc3)c(-c3ccc(OC)c(OC)c3)c2C#N)c(OC)cc1Cl	1	0.7	9	-0.1
CCCCC[C@H](O)/C=C/C=C\C=C\[C@@H](O)C/C=C\CCCC(=O)O	nt	-1.3	4	nt
CCN(CC)C(=O)[C@]1(c2ccccc2)C[C@@H]1CN	1	0.4	18	0.3
O=C(Nc1cccc(Cl)c1)c1cc(S(=O)(=O)N2CCCCCC2)ccc1F	-5	-2.7	13	0.1
CCC(=O)Nc1ccc(C(=O)NCCC(C)C)cc1	-4	0.0	6	0.1
CCN(CC)c1ncnc2sc(C(=O)N3CCOCC3)c(C)c12	-8	-0.6	7	0.1
Nc1nonc1C(=O)NCCOc1ccccc1	-14	-1.2	-7	0.0
OC(COc1ccc(Br)cc1)CN1CCN(c2ccccc2)CC1 (centres undefined)	-3	-0.3	-6	0.1
CCc1nc(SCC(=O)N(C(C)C)C(C)C)[nH]c(=O)c1C	-4	-1.0	9	0.1
COc1ccc(-n2ncc3c(N4CC(C)OC(C)C4)ncnc32)cc1 (centres undefined)	-50	1.7	-3	0.0
CC12C(=O)N(CCC(=O)O)C(=O)C1C1C=CC2C1 (centres undefined)	0	-0.1	1	-0.1
Cc1nc(NC(=S)NC(=O)c2ccco2)ccc1I	-47	1.9	21	0.0
COc1ccc(N2CCN(C(=O)Cn3ncc4c3-c3cc(C)ccc3OC4)CC2)cc1	-4	-1.6	4	0.0
Cc1ccccc1NCC(=O)N/N=C\c1ccccc1[N+](=O)[O-]	0	2.9	5	-0.1
COc1ccc(/C=C2\N=C(c3c(-c4ccccc4)noc3C)OC2=O)c(OC)c1	-8	-1.0	7	0.0
CCc1ccc(C2C(C#N)=C(N)Oc3cc(N)ccc32)cc1 (centres undefined)	0	-0.7	-5	-0.2
CCOc1ccc(S(=O)(=O)NC(C)(C)C)c2cccnc12	-11	0.4	3	-0.1
Cc1ocnc1C(=O)Nc1ccc(Cl)cc1	-34	-2.3	13	0.0
Cc1cc(NC(=O)c2ccc(F)cc2)ccc1-c1cc2ccccc2oc1=O	5	-0.2	7	0.0
CC1CCCCN1C1CC(=O)N(c2ccc(Br)cc2)C1=O (centres undefined)	17	-1.6	12	0.3

Reprinted from the listing (4 entries):
SMILES	TEAD-YAP inh	GPR151 ag	MITF primary	FBW7 activator
CCOc1ccc(S(=O)(=O)NC(C)(C)C)c2cccnc12	-11	0.4	3	-0.1
Cc1ocnc1C(=O)Nc1ccc(Cl)cc1	-34	-2.3	13	0.0
Cc1cc(NC(=O)c2ccc(F)cc2)ccc1-c1cc2ccccc2oc1=O	5	-0.2	7	0.0
CC1CCCCN1C1CC(=O)N(c2ccc(Br)cc2)C1=O (centres undefined)	17	-1.6	12	0.3

The listing picks up, repeating the five entries before the break.
SMILES	TEAD-YAP inh	GPR151 ag	MITF primary	FBW7 activator
CCc1ccc(C2C(C#N)=C(N)Oc3cc(N)ccc32)cc1 (centres undefined)	0	-0.7	-5	-0.2
CCOc1ccc(S(=O)(=O)NC(C)(C)C)c2cccnc12	-11	0.4	3	-0.1
Cc1ocnc1C(=O)Nc1ccc(Cl)cc1	-34	-2.3	13	0.0
Cc1cc(NC(=O)c2ccc(F)cc2)ccc1-c1cc2ccccc2oc1=O	5	-0.2	7	0.0
CC1CCCCN1C1CC(=O)N(c2ccc(Br)cc2)C1=O (centres undefined)	17	-1.6	12	0.3
CN(C)S(=O)(=O)c1ccc(C(=O)NC(=S)/N=c2\sc3ccccc3n2C)cc1	-7	-0.9	3	0.0
COc1cccc(C(=O)NC(Cc2ccccc2)C(=O)O)c1 (centres undefined)	5	0.3	4	-0.1
CN1CCO/C1=C(C#N)\C=C1\Nc2ccccc2C1=O	-57	-1.0	21	-0.1
CC(=O)c1ccc(C(=O)NCC(C)c2ccccc2)cc1 (centres undefined)	-46	-0.8	3	0.0
Cc1scc(-c2ccccc2)c1C#N	2	0.5	-6	0.2
CC(C)c1ccc(Nc2nnc(SCC(N)=O)s2)cc1	-30	0.6	10	0.1
COc1ccc(S(=O)(=O)NCC2CCCN(C3Cc4ccccc4C3)C2)cc1 (centres undefined)	9	0.4	3	0.4
CS(=O)(=O)N(CC(=O)N1CCC(C(N)=O)CC1)c1ccccc1Cl	-9	0.7	10	1.3
CCc1ccc(OC)c(S(=O)(=O)NCCc2ccc(N(C)C)cc2)c1	-17	1.6	18	-0.3
CCS(=O)(=O)c1ccc2c(c1)N(S(=O)(=O)c1ccc(OC)cc1)CC(C(=O)O)O2 (centres undefined)	11	0.9	-10	0.1
O=C(CSCc1ccccc1)Nc1c(-c2cccs2)nc2ccccn12	-4	-0.4	-5	-0.6
NC(=O)C1CCN(C(=O)CN2C(=O)c3ccccc3C2=O)CC1	1	-2.1	21	0.2
COC(=O)c1cc2oc(C)cc2n1Cc1nc(-c2cccs2)oc1C	0	-1.3	5	-0.2
CCCNC(=O)Cn1cnc2sc(C(=O)N3CCN(c4ccc(OC)cc4)CC3)c(C)c2c1=O	2	-0.9	-4	-0.1
Cc1cc(C)cc(C(=O)N2CCCCCC2)c1	-4	0.5	5	0.1
Cc1ccc(N(C(=O)Cc2ccccc2)C2C=CS(=O)(=O)C2)cc1Cl (centres undefined)	4	0.2	4	0.0
COc1ccc(C(=O)N/C(=C/c2ccc(-c3ccc(Cl)cc3)o2)C(=O)N(C)C)cc1	11	1.0	4	0.1
CCOC(=O)c1ccccc1OC(=O)CS(=O)c1ccc(C(F)(F)F)cc1[N+](=O)[O-] (centres undefined)	-37	-0.5	-1	0.3
O=C(Cc1ccccc1[N+](=O)[O-])N1CCCc2ccccc21	13	0.2	16	0.3
CC(C)(C)c1ccc(C(=O)On2c(-c3ccccc3F)nc3ccccc3c2=O)cc1	0	5.9*	3	-0.2
COCCCNC(=S)Nc1ccccc1F	5	0.8	-4	0.1
N#C/C(=N\Nc1cccc(S(=O)(=O)N2CCOCC2)c1)c1nc2ccccc2[nH]1	10	-1.7	2	0.3
Cc1c(C(=O)Nc2ccccc2C(N)=O)sc2nc(-c3ccc(F)cc3)cn12	-3	-0.3	-18	0.1
O=S(=O)(NCC(c1cccs1)N1CCc2ccccc2C1)c1ccc2c(c1)OCCO2 (centres undefined)	0	0.7	6	-0.1
COCCCN1Cc2cc3cc(OC)ccc3nc2OC(C)C1=O (centres undefined)	-6	-0.4	0	0.2
CCCCC1CN(CC(=O)NCC(O)CC)Cc2ccccc2O1 (centres undefined)	-5	-0.7	-2	-0.1
Cc1ccccc1-c1cc(C(=O)Nc2sc3c(c2C(N)=O)CCC(C(C)(C)C)C3)c2ccccc2n1 (centres undefined)	0	-0.5	-19	0.0
CCCCCC(=O)NNC(=S)Nc1sc(C(=O)OC)c(C)c1C(=O)OC	11	-1.2	19	0.3
CCOc1cc(C2N3CCc4ccccc4C3CN2S(=O)(=O)c2ccc(C)cc2)ccc1OC (centres undefined)	8	-0.5	1	0.0
CCOC(=O)c1ccoc1CSc1nnc(Nc2ccc(OC)cc2)s1	0	-0.1	10	0.1

Structural class, the entries above containing a CF3 group
SMILES	TEAD-YAP inh	GPR151 ag	MITF primary	FBW7 activator
CCOc1ccccc1N/C(=N/S(=O)(=O)c1ccccc1)C(F)(F)F	7	0.4	-1	-0.1
CCOC(=O)c1ccccc1OC(=O)CS(=O)c1ccc(C(F)(F)F)cc1[N+](=O)[O-] (centres undefined)	-37	-0.5	-1	0.3
